# KLK7 zymogen act – proKLK7 zymogen activators, primary screen, biochemical, fluorescence intensity. Kallikrein-7 (Homo sapiens), P49862. purified proKLK7, EDANS-DABCYL substrate fluorescence; 100% is mature enzyme control, 0% vehicle. activation, % at 7 µM. 370,000 compounds, 0.9% hits. AID 652039, 2013;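 active = activation above the mean of all tested compounds plus 3 SD, computed per campaign excluding outliers beyond control limits, cut at about 13% in these data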
# ADAM10 inh – human ADAM10 inhibitors, primary screen, biochemical, QFRET, HTS. recombinant ADAM10, EDANS/DABCYL FRET peptide cleavage, 3 h. inhibition, % at 7 µM. 370,000 compounds, 0.62% hits. AID 720582, 2013;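 active = inhibition above a per-campaign cutoff equal to the mean of compounds falling between control-based bounds plus 3 SD, cut at about 20% in these data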;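 note: 0% = DMSO wells while the 100% control is not disclosed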
# NPR1 activator – GC-A stimulated cGMP production enhancers – HEK293 GC-A cells, cGMP TR-FRET, EC30 ANP, primary screen; Atrial natriuretic peptide receptor 1 (Homo sapiens), P16066; 0% at EC30 ANP, 100% saturating ANP; activation, % at 10 µM; 370,000 compounds, 0.14% hits; AID 1671463, 2021; in the data active = activation above about 40%
# GC-B act – human GC-B receptor activators, primary screen, HEK293 GC-B cells, cGMP TR-FRET, EC30 CNP. Atrial natriuretic peptide receptor 2 (Homo sapiens), P20594. 0% at EC30 CNP, 100% saturating CNP. activation, % at 10 µM. 370,000 compounds, 0.11% hits;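 active = activation at 10 µM reaching about 35% in either raw or pattern-adjusted values, limit read from the data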
# Target sequence (P20594 whole entry, looked up): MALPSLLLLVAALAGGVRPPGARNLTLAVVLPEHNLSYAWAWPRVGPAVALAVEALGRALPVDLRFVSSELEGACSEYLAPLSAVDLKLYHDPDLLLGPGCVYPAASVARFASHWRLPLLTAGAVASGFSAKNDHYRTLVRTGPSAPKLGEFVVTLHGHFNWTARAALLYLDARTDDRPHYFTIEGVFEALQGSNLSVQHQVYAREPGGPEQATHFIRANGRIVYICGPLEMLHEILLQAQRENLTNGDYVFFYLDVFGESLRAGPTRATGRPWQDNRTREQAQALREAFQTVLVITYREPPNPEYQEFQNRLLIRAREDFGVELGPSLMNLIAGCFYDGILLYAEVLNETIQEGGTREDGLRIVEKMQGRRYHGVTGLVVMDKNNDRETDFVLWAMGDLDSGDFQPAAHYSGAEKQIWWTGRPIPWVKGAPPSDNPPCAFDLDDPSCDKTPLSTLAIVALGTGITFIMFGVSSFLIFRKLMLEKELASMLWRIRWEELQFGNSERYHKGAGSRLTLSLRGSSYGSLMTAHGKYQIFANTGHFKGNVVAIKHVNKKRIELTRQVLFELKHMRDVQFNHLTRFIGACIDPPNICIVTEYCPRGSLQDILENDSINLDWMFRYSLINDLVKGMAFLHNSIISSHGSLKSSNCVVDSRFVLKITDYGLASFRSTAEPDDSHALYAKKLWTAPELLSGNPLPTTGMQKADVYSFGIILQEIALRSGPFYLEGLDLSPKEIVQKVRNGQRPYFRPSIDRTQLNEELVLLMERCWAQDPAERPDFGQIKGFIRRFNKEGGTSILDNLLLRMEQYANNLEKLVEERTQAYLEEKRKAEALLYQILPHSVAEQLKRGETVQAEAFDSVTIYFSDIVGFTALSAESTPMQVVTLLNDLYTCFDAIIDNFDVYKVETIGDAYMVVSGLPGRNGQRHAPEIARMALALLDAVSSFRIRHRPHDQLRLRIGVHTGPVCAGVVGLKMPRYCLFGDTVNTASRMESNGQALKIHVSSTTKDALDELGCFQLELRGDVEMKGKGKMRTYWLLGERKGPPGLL
# rCAG binder – binders of r(CAG) RNA repeats, primary screen, biochemical, fluorescence; 370,000 compounds, 1.3% hits; inhibition, % at 3 µM; AID 651821, 2012; r(CAG) RNA repeat, TO-PRO-1 dye displacement fluorescence;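 active = inhibition above the plate cutoff, the mean of all test compounds on that plate plus 3 SD, cut at about 35% in these data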;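 note: 0% = DMSO alone and 100% = 100 µM mitoxantrone as full dye displacement; higher means more dye released from RNA so lower well fluorescence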
# Tn6 DDE FP – inhibitors of Tn6 peptide binding to fibrin DD(E), primary screen, biochemical, fluorescence polarization, human fibrin, Tn6 probe; Fibrinogen beta chain (Homo sapiens), P02675; Fibrin DD(E) TRITC-Tn6 fluorescence polarization displacement; inhibition, % at 8.3 µM; 370,000 compounds, 0.21% hits;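 active = inhibition above a per-campaign cutoff: mean of compounds within control limits plus 3 SD, cut at about 15% in these data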;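 note: 0% = median of all compound wells on the plate and 100% = blocking peptide control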
# ARFGAP1 inh – inhibitors of rat ARFGAP1 GAP activity, primary screen, biochemical, fluorescence polarization, GDP tracer; inhibition, % at 16.5 µM; ADP-ribosylation factor GTPase-activating protein 1 (Rattus norvegicus), Q62848; AID 651572, 2012; Arfgap1-stimulated ARF1 GTP hydrolysis, GDP FP detection; 360,000 compounds, 0.26% hits;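 active = inhibition above a per-plate limit, mean inhibition of low control wells plus 3 SD, cut at about 25% in these data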;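 note: 0% = DMSO wells with enzyme and 100% = wells lacking Arfgap1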
#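 Replicates: Single well per compound | Assay system: Truncated rat Arfgap1 GAP domain | Control set: No-Arfgap1 wells (100%) versus DMSO full-reaction wells (0%) | Times: Enzyme reaction 120 min at 25 °C after 20 min preincubation | Reagent: Human ARF1(Δ1-17)-GTP substrate | Measured by: Tracer-displacement fluorescence polarization with EDTA stop, 620/688 nm | Measure: Percent inhibition of Arfgap1-stimulated GTP hydrolysis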
# HGIII-sPLA2 inh – human group III sPLA2 inhibitors, primary screen, biochemical, QFRET, BODIPY PC-A2 liposome substrate. 370,000 compounds, 0.56% hits. inhibition, % at 12.2 µM. Group 3 secretory phospholipase A2 (Homo sapiens), Q9NZ20. QFRET BODIPY PC-A2 liposome hydrolysis, fluorescence;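 active = inhibition above mean plus 3 SD of compounds lying within the high and low control bounds, cut at about 19% in these data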;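 note: 0% = median of test compound wells and 100% = no enzyme DMSO wells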
# ASAP1 GAP inh – inhibitors of human ASAP1 ArfGAP activity, primary screen, biochemical, fluorescence polarization; Arf-GAP with SH3 domain, ANK repeat and PH domain-containing protein 1 (Homo sapiens), …; 360,000 compounds, 0.19% hits; ASAP1-stimulated ARF1 GTP hydrolysis, GDP FP detection; AID 624377, 2012; inhibition, % at 16.5 µM; in the data active = inhibition above about 25%;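 note: 0% = vehicle with enzyme and substrate and 100% = no enzyme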
# GAA850 FXN act – FXN promoter activators, primary screen, cell-based, luciferase luminescence, HEK293 lucGAA850; HEK293 lucGAA850 FXN promoter luciferase reporter, 24 h; percent of 10 µM SAHA response; activation, % at 6 µM; 360,000 compounds, 0.56% hits;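 active = activation above the average of all compounds screened plus 3 SD, cutoff fixed separately per campaign, cut at about 7.5% in these data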;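 note: 0% = DMSO wells and 100% = 10 µM SAHA wells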
# * hit, by the source's call; . = not tested or not shown. Random draw from the library (roughly 4.5% active in at least one column).
no. | structure | KLK7 zymogen act | ADAM10 inh | NPR1 activator | GC-B act | rCAG binder
1 | COc1ccc(C(CNC(=O)COc2ccccc2-c2ccccc2)N2CCOCC2)cc1 (stereo not given) | 0.2 | -6 | -35 | -16 | -1
2 | Cc1cc(SCC(=O)N2CCCC2=O)nc2c(C)cccc12 | -0.7 | -13 | -2 | -5 | 0
3 | C=CCNc1nc(Nc2ccc(OC)c(OC)c2)c2sc(-c3ccccc3)cc2n1 | -4.6 | -8 | 7 | 2 | 7
4 | O=C(/C=C/c1cccnc1)c1ccc(O)cc1 | 0.8 | -4 | -2 | -2 | 1
5 | N#CCCN(Cc1cccnc1)C(=S)Nc1ccc(OC(F)F)cc1 | 0.6 | -5 | 1 | 6 | -1
6 | O=c1[nH]n(Cc2ccccc2)c(=O)c2ccccc12 | 0.1 | -8 | 4 | -2 | 2
7 | CCN1CCN(CCNC(=O)Nc2ccc([N+](=O)[O-])cc2)CC1 | -0.1 | 1 | 3 | -3 | -1
8 | COc1ccc(-n2ncc3c2CC(C)(C)CC3NC(=O)CCn2nc(C)cc2C)cc1 (stereo not given) | 0.2 | 5 | 1 | 5 | -7
9 | CCCCn1c(N)c(N(CCOC)C(=O)c2cc3c(s2)CCCCC3)c(=O)[nH]c1=O | 0.6 | -9 | -1 | 0 | -4
10 | COc1ccc(CN2CC(=O)N(c3ccc(C)c(C)c3)C2=S)cc1OC | -0.7 | -1 | -3 | 2 | 2
11 | CCCCCCc1ccc(-c2ccc(C#N)cc2)cc1 | 4.8 | 0 | 1 | 0 | 2
12 | O[C@@H](Cc1ccccc1)[C@@H](/C=C/c1ccccc1)NCCc1ccccc1 | -1.0 | -1 | -17 | -22 | 3
13 | CCn1c(=O)c([N+](=O)[O-])c(NCc2ccc3c(c2)OCO3)c2ccccc21 | 0.0 | 6 | 30 | 39* | 1
14 | N#C/C(=C\c1cn[nH]c1-c1ccc(Cl)cc1)C(=O)NCc1ccccc1 | 0.6 | 15 | 0 | 2 | 2
15 | CCCC(=O)Oc1ccc(N(C(=O)CCC)S(=O)(=O)c2cccc([N+](=O)[O-])c2)cc1 | -0.3 | -6 | -3 | -3 | 1

no. | Tn6 DDE FP | ARFGAP1 inh | HGIII-sPLA2 inh | ASAP1 GAP inh | GAA850 FXN act
1 | 0 | -2 | -5 | 1 | 3.1
2 | 1 | 12 | 5 | 12 | -2.3
3 | -6 | 3 | -6 | 7 | 0.5
4 | -9 | 13 | 22* | 5 | 4.4
5 | -2 | -9 | -1 | 2 | 0.3
6 | -5 | -11 | -6 | 7 | 5.3
7 | 8 | -8 | -1 | 9 | 0.7
8 | 9 | -7 | -4 | 0 | -2.1
9 | -1 | -3 | -3 | -12 | 0.3
10 | -6 | -1 | -89 | -3 | -0.5
11 | 2 | 10 | 6 | 3 | .
12 | -6 | 0 | -3 | 7 | .
13 | -1 | -6 | -2 | -4 | 1.7
14 | -7 | 14 | -19 | 0 | 1.3
15 | -4 | 3 | 9 | 8 | 0.4

# Shown with each value named: four of the compounds above.
1. COc1ccc(C(CNC(=O)COc2ccccc2-c2ccccc2)N2CCOCC2)cc1 (stereo not given)
  KLK7 zymogen act: 0.2	ADAM10 inh: -6	NPR1 activator: -35	GC-B act: -16	rCAG binder: -1	Tn6 DDE FP: 0	ARFGAP1 inh: -2	HGIII-sPLA2 inh: -5	ASAP1 GAP inh: 1	GAA850 FXN act: 3.1

2. Cc1cc(SCC(=O)N2CCCC2=O)nc2c(C)cccc12
  KLK7 zymogen act: -0.7	ADAM10 inh: -13	NPR1 activator: -2	GC-B act: -5	rCAG binder: 0	Tn6 DDE FP: 1	ARFGAP1 inh: 12	HGIII-sPLA2 inh: 5	ASAP1 GAP inh: 12	GAA850 FXN act: -2.3

3. C=CCNc1nc(Nc2ccc(OC)c(OC)c2)c2sc(-c3ccccc3)cc2n1
  KLK7 zymogen act: -4.6	ADAM10 inh: -8	NPR1 activator: 7	GC-B act: 2	rCAG binder: 7	Tn6 DDE FP: -6	ARFGAP1 inh: 3	HGIII-sPLA2 inh: -6	ASAP1 GAP inh: 7	GAA850 FXN act: 0.5

4. O=C(/C=C/c1cccnc1)c1ccc(O)cc1
  KLK7 zymogen act: 0.8	ADAM10 inh: -4	NPR1 activator: -2	GC-B act: -2	rCAG binder: 1	Tn6 DDE FP: -9	ARFGAP1 inh: 13	HGIII-sPLA2 inh: 22*	ASAP1 GAP inh: 5	GAA850 FXN act: 4.4

# (listing goes on)
no. | structure | KLK7 zymogen act | ADAM10 inh | NPR1 activator | GC-B act | rCAG binder
16 | O=c1c2c([N+](=O)[O-])cc([N+](=O)[O-])cc2nc2ccccn12 | 0.6 | 1 | 8 | 1 | 10
17 | CCc1cccc(C)c1NC(=O)CO/N=C(\C)c1cc2ccccc2o1 | 0.1 | 7 | 1 | 4 | -3
18 | C/C(CC(=O)Nc1cccc(Cl)c1Cl)=N\NC(=O)c1ccccc1C | 0.0 | 0 | -3 | 3 | 3
19 | O=C(N/N=C/c1cccnc1)C(O)c1ccccc1 (stereo not given) | -0.5 | -5 | -1 | 5 | -1
20 | COc1cc(F)c(C2=CC(=O)C[C@H](c3ccc4c(c3)OCO4)C2)cc1F | 0.4 | -2 | 7 | 11 | 1
21 | COc1ccc(N2C(=O)N3[C@H](c4ccc(Br)cc4)[C@@H]4C(=O)N(C(C)(C)C)C(=O)[C@@H]4[C@]3(Cc3ccccc3)C2=O)cc1 | 0.3 | 24* | -3 | -4 | 5
22 | CCOc1cc(NC(=S)NCC2CCCO2)c(OCC)cc1NC(=O)CC (stereo not given) | 0.1 | -14 | 5 | 1 | -10
23 | CSc1ncccc1C(=O)OCC(=O)c1cccs1 | 0.0 | -7 | 5 | -9 | -2
24 | COC(=O)CSc1nc(C)c(C(=O)Nc2ccccc2C)c(-c2ccc(Cl)cc2)c1C#N | 0.9 | 5 | -12 | -7 | 3
25 | [O-][N+](=C(c1ccccc1)c1ccccc1)c1ccccc1 | -0.7 | 5 | -3 | 4 | 4
26 | COc1ccc(CC(=O)Nc2ccc(C)cc2S(=O)(=O)N2CCOCC2)cc1OC | -0.1 | -2 | -2 | 2 | 1
27 | COc1cc(-c2nc3cnccn3c2Nc2ccc3c(c2)OCCO3)ccc1O | -1.2 | -14 | 22 | 17 | 1
28 | COc1cc(C2NC(=O)CCC2[N+](=O)[O-])cc(Br)c1OC (stereo not given) | -0.2 | -12 | 3 | 6 | 0
29 | COC(=O)c1cc(C#N)c(Oc2ccccc2)nc1C | -0.3 | -3 | -2 | -1 | -6
30 | CCn1c(SCC(=O)Nc2oc(C)c3c(C)n[nH]c(=O)c23)nnc1-c1ccco1 | 1.6 | -24 | -2 | 1 | 0

no. | Tn6 DDE FP | ARFGAP1 inh | HGIII-sPLA2 inh | ASAP1 GAP inh | GAA850 FXN act
16 | -2 | -4 | 0 | 6 | 3.1
17 | -1 | -1 | -5 | 3 | -2.6
18 | 5 | -4 | -3 | -6 | 1.8
19 | 10 | 5 | -3 | -21 | 1.2
20 | -5 | -5 | 6 | 4 | -0.5
21 | 7 | -7 | -18 | 0 | -0.8
22 | -2 | 0 | 4 | -9 | 1.3
23 | -4 | 0 | 1 | 4 | -0.2
24 | 3 | 5 | 1 | 3 | -5.7
25 | 1 | 1 | -3 | -8 | -0.6
26 | 2 | . | -3 | . | .
27 | -7 | 19 | -6 | -4 | 2.1
28 | 4 | 5 | 10 | 14 | -1.1
29 | -4 | 2 | 9 | 2 | 1.6
30 | 1 | 5 | 12 | 8 | -0.4

# The results go on.
no. | structure | KLK7 zymogen act | ADAM10 inh | NPR1 activator | GC-B act | rCAG binder
31 | COc1ccc(C2CC(c3ccc(OC)c(OC)c3)=NN2C(=O)c2ccccc2)cc1 (stereo not given) | 0.5 | 7 | 2 | 1 | -2
32 | CN(C)/C=N/c1cc(=O)n(Cc2ccccc2)c(=O)n1C | 0.7 | -16 | 2 | -2 | 1
33 | COc1ccc(CNC(=O)c2onc(C)c2Cl)cc1 | -0.3 | 9 | 1 | 3 | 3
34 | C=C(C)CC1N(c2cccc(OC)c2)C(=O)C2C(C(=O)O)C3C=CC21O3 (stereo not given) | 0.7 | -12 | 1 | -5 | 1
35 | COc1cc(Cl)c(C)cc1NC(=O)CCNC(=O)c1ccco1 | 0.3 | 3 | -3 | 5 | 0
36 | O=C(COC(=O)c1ccccc1NC(=O)c1ccco1)NCC1CCCCC1 | 0.8 | -5 | 2 | -5 | -4
37 | COc1cccc(NC(=S)N2CCN(C(c3ccccc3)c3ccccc3)CC2)c1 | 0.7 | 2 | 0 | 0 | 0
38 | O=C(NCCC1CCCCN1S(=O)(=O)c1ccc(F)cc1)C(=O)Nc1ccccc1 (stereo not given) | 0.3 | 7 | 3 | -1 | 0
39 | COC(=O)c1ccc(C2NC(=O)c3ccccc3O2)cc1 (stereo not given) | -1.0 | -30 | -4 | 0 | -5
40 | COc1cccc(S(=O)(=O)N(C)C[C@@H]2OCc3cn(nn3)CCCC(=O)N([C@@H](C)CO)C[C@H]2C)c1 | 0.6 | 1 | -2 | 3 | 2
41 | O=C(CCNC(=O)c1ccc(Br)cc1)NNC(=O)c1ccccc1O | -2.8 | -80 | -1 | 1 | -1
42 | O=c1c(-c2ccc(F)cc2)coc2cc(O)ccc12 | -5.0 | -386 | 3 | -2 | 6
43 | Cc1ccc(O)c(NC(=O)c2cc(-c3ccco3)on2)c1 | -0.2 | -3 | -1 | -2 | 14
44 | Cc1cccc(NC(=O)CCc2nc3sc4c(c3c(=O)[nH]2)CCCC4)c1 | 0.0 | -9 | -1 | -9 | 3

no. | Tn6 DDE FP | ARFGAP1 inh | HGIII-sPLA2 inh | ASAP1 GAP inh | GAA850 FXN act
31 | 8 | 18 | -5 | 1 | 5.5
32 | -5 | -3 | 12 | 1 | 0.2
33 | -2 | 5 | 8 | 1 | -1.1
34 | 3 | 1 | 3 | 10 | 0.9
35 | -5 | 7 | -2 | 1 | 0.6
36 | -1 | -2 | -6 | 11 | 2.9
37 | -2 | 1 | -6 | -5 | 1.3
38 | -7 | 0 | -13 | -7 | 0.5
39 | -5 | 5 | 0 | -5 | 3.0
40 | -9 | 11 | 3 | -1 | -1.0
41 | 2 | 0 | 5 | 2 | -0.4
42 | 5 | 7 | -14 | -7 | 6.1
43 | -3 | 9 | -9 | -6 | 5.9
44 | -5 | 4 | -2 | 8 | -0.7

# Source: PubChem
